Source: PubChem
CHO parental Ca: counter-screen for OX1R antagonists: effect in parental CHO cells; inhibition, % at 5.6 µM; parental CHO-K1, ATP-induced calcium, Fluo-8 fluorescence; actives 0.63% (n = 330,000); AID 463079;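 active = inhibition above that plate's mean sample inhibition plus 3 SD, cut at about 26% in these data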;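 also: 0% = ATP-challenged DMSO wells and 100% = DMSO wells without ATP; some compounds past the cut are filed as inactive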
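Test system: untransfected parental CHO cell line. Compound: one dose, 5.6 µM nominal. Detection: intracellular calcium via Fluo-8 no-wash fluorescent dye. Measure: % inhibition. Benchmarks: ATP-challenged DMSO wells low, unchallenged DMSO wells high.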
CHO-K1 Ca antag: counter-screen for M1 antagonists: effect in parental CHO-K1 cells; ATP-induced calcium, Fluo-8 fluorescence; inhibition, % at 3 µM; actives 0.6% (n = 360,000); AID 602250;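 active = inhibition above a per-plate cutoff, the plate's mean sample inhibition plus 3 SD, cut at about 24% in these data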;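 also: 0% = DMSO plus EC80 ATP and 100% = DMSO alone without ATP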
OXTR potentiate: potentiators of human oxytocin receptor; CHO-OTR cells, Fluo-8 calcium fluorescence, potentiator mode; 0% = oxytocin EC15, 100% = EC100; actives 0.061% (n = 320,000); P30559; activation, % at 3 µM;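 active = activation above that plate's cutoff, the mean activation of tested compounds plus 3 SD, cut at about 6.6% in these data, passing the limit was not always enough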;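 also: 100% uses oxytocin at 75 nM as the full agonist control; some results filed as inactive read as strong as hits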
Target sequence (P30559 whole entry, looked up): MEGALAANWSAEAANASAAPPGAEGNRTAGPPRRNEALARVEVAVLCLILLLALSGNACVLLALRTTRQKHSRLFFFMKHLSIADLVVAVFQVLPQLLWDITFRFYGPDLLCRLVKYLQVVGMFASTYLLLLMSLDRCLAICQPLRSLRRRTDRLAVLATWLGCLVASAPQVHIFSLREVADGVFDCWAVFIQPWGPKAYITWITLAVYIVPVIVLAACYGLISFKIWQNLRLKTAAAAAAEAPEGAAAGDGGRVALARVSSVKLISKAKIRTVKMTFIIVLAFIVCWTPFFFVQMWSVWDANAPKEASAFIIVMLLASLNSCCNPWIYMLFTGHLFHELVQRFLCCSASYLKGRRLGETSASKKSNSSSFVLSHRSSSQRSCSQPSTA
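Material: human OTR in CHO cells. Compound: 3.0 µM, one dose. Timing: compound 6 min at room temperature before oxytocin, 100 s read. Evaluation: % activation of max/min ratio relative to oxytocin controls. Replication: single well per compound, singlicate. Signal: Fluo-8 calcium dye fluorescence.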
CHRM1 antagonist: blocks human M1 muscarinic receptor | AID 588852 | inhibition, % at 3 µM | actives 1.3% (n = 360,000) | CHO-K1 hM1, Fluo-8 calcium fluorescence, ACh EC80 antagonist;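 active = percent inhibition above its own plate's cutoff, namely the mean of that plate's compound wells plus 3 SD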;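 also: peak over basal fluorescence ratio during 140 s after agonist addition; 0% = ACh EC80 plus DMSO and 100% = DMSO alone without agonist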
Target sequence (P11229 whole entry, looked up): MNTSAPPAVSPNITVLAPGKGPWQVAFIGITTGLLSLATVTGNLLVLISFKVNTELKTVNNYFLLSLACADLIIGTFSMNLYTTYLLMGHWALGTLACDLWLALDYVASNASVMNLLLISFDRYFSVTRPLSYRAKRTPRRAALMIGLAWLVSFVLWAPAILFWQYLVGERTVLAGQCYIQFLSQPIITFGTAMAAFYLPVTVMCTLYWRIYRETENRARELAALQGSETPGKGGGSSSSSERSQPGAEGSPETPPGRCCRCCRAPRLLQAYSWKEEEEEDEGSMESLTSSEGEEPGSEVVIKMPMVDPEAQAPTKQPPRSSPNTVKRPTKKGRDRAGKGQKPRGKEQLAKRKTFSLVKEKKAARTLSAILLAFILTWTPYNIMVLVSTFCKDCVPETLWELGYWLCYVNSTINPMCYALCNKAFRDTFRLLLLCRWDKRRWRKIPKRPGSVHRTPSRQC
CHRM4 antagonist: antagonists of human muscarinic M4 receptor (CHRM4). inhibition, % at 3 µM. CHO-hM4 cells, ACh EC80, Fluo-8 calcium fluorescence. P08173. actives 0.73% (n = 360,000);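 active = inhibition above its plate's cutoff, the mean inhibition of sample wells plus 3 SD, cut at about 27% in these data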;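 also: 0% = acetylcholine EC80 with DMSO and 100% = DMSO without agonist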
CHO-K1 Ca ag: M1 agonist counterscreen hit in parental CHO-K1 cells; Fluo-8 calcium fluorescence; scaled to maximal ATP response, vehicle zero; activation, % at 3 µM; actives 0.48% (n = 360,000); AID 602248; in the data active = activation above about 15%;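 also: untransfected CHO-K1 host cells lacking M1 receptor as counterscreen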
M1 ag: agonists of human M1 muscarinic receptor; P11229; CHO-K1 hM1, Fluo-8 calcium fluorescence, agonist mode; 0% DMSO, 100% acetylcholine EC100; activation, % at 3 µM; actives 0.33% (n = 360,000); AID 588814;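 active = activation above the run's mean compound activation plus 3 SD, cut at about 16% in these data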;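 also: peak over basal fluorescence ratio within a 140 s kinetic read after compound addition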
CHRM4 agonist: CHRM4 agonism in calcium assay. P08173. CHO-K1 hM4/Gqi5, Fluo-8 calcium fluorescence; vehicle 0%, full acetylcholine response 100%. activation, % at 3 µM. actives 0.14% (n = 360,000). AID 624127;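 active = activation above the run mean over all test wells plus 3 SD, cut at about 32% in these data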;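 also: peak over basal fluorescence ratio per well then scaled between controls; 0% = DMSO wells and 100% = acetylcholine at EC100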
CHRM1 PAM: human CHRM1 positive allosteric modulation; P11229; actives 0.088% (n = 360,000); activation, % at 3 µM; CHO-K1 hM1, Fluo-8 calcium fluorescence, ACh EC20; 0% = ACh EC20, 100% = maximal ACh; in the data active = activation above about 19%, passing the limit was not always enough
An asterisk follows results filed as active; · = not tested or not shown. This is a random part of the collection; about 2.9% have a hit in one of these screens.

SMILES	CHO parental Ca	CHO-K1 Ca antag	OXTR potentiate	CHRM1 antagonist	CHRM4 antagonist	CHO-K1 Ca ag	M1 ag	CHRM4 agonist	CHRM1 PAM
O=C(c1ccncc1)N1CCN(c2cc(-c3ccccc3)nc3cc(-c4cccc(Cl)c4)nn23)CC1	·	-9.9	·	-8.0	-7.0	0.9	-0.8	1.7	3.1
CCOC(=O)N1CCc2c(sc(NC(=O)Cc3ccccc3)c2C(=O)c2ccc(OC)cc2)C1	-13.3	-8.9	-17.2	7.2	5.8	0.6	-1.4	-0.8	-0.9
Cc1cc(C)n(-c2ccc(NC(=O)C3CCN(Cc4cc(C)c(C)o4)CC3)cc2)n1	-13.9	-2.4	-6.7	-8.6	-9.5	2.2	-4.9	2.1	5.5
COc1ccc(N2CCN(C(=O)c3ccc4c(=O)n(Cc5ccc6c(c5)OCO6)c(=O)[nH]c4c3)CC2)cc1	-13.9	-10.8	-5.3	-14.9	-5.7	-0.3	0.8	0.6	15.8
CCC(=O)N1CCc2cc(Br)cc(S(=O)(=O)NCC3CCCN3CC)c21 (stereo not given)	-7.4	-6.2	-9.2	-6.3	-3.5	0.5	-3.1	0.5	3.0
Cn1c(=O)[nH]c(=O)c2c1nc(Br)n2CCCSc1nc2ccccc2o1	-8.1	7.7	-2.5	-8.5	5.9	8.5	2.5	13.3	-1.2
CCCC1c2ccc(C)n2CCN1C(=O)Nc1ccccc1Cl (stereo not given)	-20.1	-5.2	-9.0	-2.5	7.8	1.0	-3.9	0.0	4.8
Cc1ccc(N2CN(CCC3=CCCCC3)CNC2=S)cc1	-12.0	3.7	-3.3	-17.5	4.1	0.4	-3.8	0.9	14.8
COc1ccccc1NC(=S)N1CCN(c2nc(-c3ccccc3)cs2)CC1	7.4	-9.5	-9.2	0.2	-3.4	4.1	-5.7	5.5	3.9
Cc1c(NC(=O)C(C)OC(=O)c2ccccc2O)c(=O)n(-c2ccccc2)n1C (stereo not given)	-10.3	4.5	0.4	14.6	1.5	0.0	-4.8	0.4	-5.8
Cc1sc(N=Nc2ccc(N(C)C)cc2)[n+]([O-])c1C	·	-2.1	·	-3.2	-5.1	-0.7	-2.3	-0.2	-3.5
CC1(C(=O)NCc2ccc(C(F)(F)F)cc2)CCN1Cc1ccc(-c2ccccc2)o1 (stereo not given)	·	-5.9	·	-19.6	-9.6	-0.7	-5.0	-1.9	11.5
C1CCN=C(Nc2nc3c(s2)CCCC3)CC1	-13.7	-21.1	-5.7	-1.6	10.7	-0.2	-11.2	0.9	-18.4
Cc1ccc(NC(=O)CCC(=O)N/N=C/c2cccs2)cc1	-3.6	-5.6	-3.1	-4.9	-4.4	0.1	-3.6	0.0	4.3
Cc1nc(-c2ccc(F)cc2)c(CC(=O)N2CCN(S(=O)(=O)c3cccc(F)c3)CC2)s1	-29.0	-5.4	9.7	9.4	-22.1	1.5	-3.9	6.4	-4.7
CCCOc1cc(C)c(S(=O)(=O)NCCOC)cc1C	-0.5	-3.2	-7.4	-1.6	-7.3	0.7	-6.2	0.6	6.4
COc1ccc(C(=O)CCC(C)(C)[N+](=O)[O-])cc1	-0.5	-6.1	-15.0	-14.2	4.7	0.5	-5.4	0.8	9.6
c1ccc(CN(Cc2ccccc2)Cc2nnc(-c3cc4ccccc4[nH]3)s2)cc1	-9.9	-9.0	0.5	-19.4	-1.7	0.7	-0.6	0.6	9.2
Cc1noc(C)c1S(=O)(=O)N(C)C[C@H]1Oc2c(NC(=O)Nc3ccc4c(c3)OCO4)cccc2C(=O)N([C@H](C)CO)C[C@@H]1C	-15.8	-26.0	1.6	-18.1	-12.9	0.5	-3.9	1.0	11.5
N/C(=N\OC(=O)c1ccccc1Cl)c1ccccc1	-11.6	-23.4	0.2	-9.3	2.2	0.1	-3.1	0.2	-0.6
O=C(Nc1ccc(C(F)(F)F)cc1)N1CCN(c2ccnc3cc(Cl)ccc23)CC1	-23.7	-1.9	-12.3	19.8	14.6	7.5	-3.2	6.3	-12.3
O=C(Nc1ccccc1)OC1CCS(=O)(=O)C1 (stereo not given)	0.0	-7.7	-5.0	-6.2	1.2	1.1	-1.6	0.2	6.5
CSc1nc(C=Nc2ccccc2Cl)c(O)n1Cc1cccc(Cl)c1	-17.0	-6.1	-8.2	-0.1	1.8	3.9	0.1	10.7	4.0
O=C(Cc1ccc(S(=O)(=O)N2CCCCC2)s1)Nc1ccc(F)cc1F	-4.4	0.5	-6.8	-3.0	17.0	0.9	-6.7	2.8	0.1
C/C(=N/NC(=O)c1cccc(N2CCCC2=O)c1)c1ccc(Br)cc1	-8.0	-12.4	0.8	-1.7	-3.4	2.3	-3.5	2.7	7.0
Cc1cc(C)cc(-n2c(SCC(=O)NCc3ccc4c(c3)OCO4)nc3ccccc3c2=O)c1	-16.9	-1.6	-2.3	-2.4	3.9	0.0	-8.8	0.2	6.1
COc1ccc(C(=O)NCC2CCCN2S(=O)(=O)c2ccccc2)cc1OC (stereo not given)	·	-5.9	·	-9.2	-18.2	0.9	-0.3	0.8	3.6
Cc1ccc(SCC(=O)N/N=C/c2ccco2)cc1	-2.8	6.2	-5.6	2.0	-6.3	0.3	-2.0	1.7	4.0
CCOc1ccccc1Oc1coc2cc(OC)ccc2c1=O	4.3	-19.8	1.2	-5.9	-1.0	0.8	-2.5	0.9	0.1
F[B-](F)(F)COc1ccccc1	·	-7.8	·	0.3	6.0	0.7	5.4	0.3	16.8
C=CC1C(OC2OC(CO)C(O)C(O)C2O)OC=C(C(=O)OC)C1CC1CC(=O)CC(CC(=O)CCc2ccc(O)cc2)O1 (stereo not given)	-12.9	0.1	1.6	-10.5	5.1	0.2	-2.1	1.3	4.3
CC(NC(=O)c1ccc([N+](=O)[O-])cc1[N+](=O)[O-])c1ccc(-c2ccccc2)cc1 (stereo not given)	4.9	3.1	-9.6	-3.5	1.4	6.3	-0.8	7.4	1.9
CCOc1ccc(N(CC(=O)Nc2ccc(C)c(F)c2)C2=NC3CS(=O)(=O)CC3S2)cc1 (stereo not given)	-12.4	5.0	-19.7	-3.4	-1.9	-0.1	0.8	1.0	6.5
CC(=O)N(CCN(C)C)c1nc2cc3c(cc2s1)OCCO3	7.8	-12.6	-5.4	-5.2	-15.6	0.1	-3.1	-0.9	12.3
Cc1cc(NO)nc(-c2ccc(Br)cc2)n1	-12.9	-3.8	-3.5	2.8	-1.4	0.9	-4.3	1.0	-3.0
CCOc1ccc(-c2[nH]nc3c2C(c2cccnc2)C(C#N)=C(N)O3)cc1 (stereo not given)	-12.3	-6.2	-1.3	-5.2	-6.4	0.8	-2.9	0.8	7.1
O=C(Cn1nc(C(=O)O)c2ccccc2c1=O)Nc1cccc(Br)c1	-13.6	-17.2	-12.0	4.4	-1.9	5.9	-1.5	8.9	3.4
O=C(N/N=C\c1c(O)ccc2ccccc12)c1ccc(Cn2cccn2)o1	-9.4	0.4	-3.4	-9.4	-11.7	3.0	-3.9	6.1	2.0
Cc1cc(C(F)(F)F)c(C#N)c(Sc2ccccc2)n1	-2.5	-1.3	-1.3	7.9	-1.5	-0.1	-3.1	0.7	-3.4
CCCS(=O)(=O)Nc1c(C(=O)OC)[nH]c2ccccc12	6.2	4.2	-3.4	8.0	5.8	0.4	-7.0	0.6	-1.8

Ten entries from above, with bars between the fields:
SMILES | CHO parental Ca | CHO-K1 Ca antag | OXTR potentiate | CHRM1 antagonist | CHRM4 antagonist | CHO-K1 Ca ag | M1 ag | CHRM4 agonist | CHRM1 PAM
C=CC1C(OC2OC(CO)C(O)C(O)C2O)OC=C(C(=O)OC)C1CC1CC(=O)CC(CC(=O)CCc2ccc(O)cc2)O1 (stereo not given) | -12.9 | 0.1 | 1.6 | -10.5 | 5.1 | 0.2 | -2.1 | 1.3 | 4.3
CC(NC(=O)c1ccc([N+](=O)[O-])cc1[N+](=O)[O-])c1ccc(-c2ccccc2)cc1 (stereo not given) | 4.9 | 3.1 | -9.6 | -3.5 | 1.4 | 6.3 | -0.8 | 7.4 | 1.9
CCOc1ccc(N(CC(=O)Nc2ccc(C)c(F)c2)C2=NC3CS(=O)(=O)CC3S2)cc1 (stereo not given) | -12.4 | 5.0 | -19.7 | -3.4 | -1.9 | -0.1 | 0.8 | 1.0 | 6.5
CC(=O)N(CCN(C)C)c1nc2cc3c(cc2s1)OCCO3 | 7.8 | -12.6 | -5.4 | -5.2 | -15.6 | 0.1 | -3.1 | -0.9 | 12.3
Cc1cc(NO)nc(-c2ccc(Br)cc2)n1 | -12.9 | -3.8 | -3.5 | 2.8 | -1.4 | 0.9 | -4.3 | 1.0 | -3.0
CCOc1ccc(-c2[nH]nc3c2C(c2cccnc2)C(C#N)=C(N)O3)cc1 (stereo not given) | -12.3 | -6.2 | -1.3 | -5.2 | -6.4 | 0.8 | -2.9 | 0.8 | 7.1
O=C(Cn1nc(C(=O)O)c2ccccc2c1=O)Nc1cccc(Br)c1 | -13.6 | -17.2 | -12.0 | 4.4 | -1.9 | 5.9 | -1.5 | 8.9 | 3.4
O=C(N/N=C\c1c(O)ccc2ccccc12)c1ccc(Cn2cccn2)o1 | -9.4 | 0.4 | -3.4 | -9.4 | -11.7 | 3.0 | -3.9 | 6.1 | 2.0
Cc1cc(C(F)(F)F)c(C#N)c(Sc2ccccc2)n1 | -2.5 | -1.3 | -1.3 | 7.9 | -1.5 | -0.1 | -3.1 | 0.7 | -3.4
CCCS(=O)(=O)Nc1c(C(=O)OC)[nH]c2ccccc12 | 6.2 | 4.2 | -3.4 | 8.0 | 5.8 | 0.4 | -7.0 | 0.6 | -1.8

Remaining list, next part:
SMILES	CHO parental Ca	CHO-K1 Ca antag	OXTR potentiate	CHRM1 antagonist	CHRM4 antagonist	CHO-K1 Ca ag	M1 ag	CHRM4 agonist	CHRM1 PAM
CN1CCc2c(sc3c2c(=O)n(-c2ccccc2)c2nnc(SCc4ccc(F)cc4)n32)C1	·	-11.4	·	-13.5	3.2	0.6	-3.0	0.3	13.5
CCn1nc(C)c(NS(=O)(=O)c2ccccc2)c1C	3.5	-7.2	-2.4	-13.1	7.6	1.6	-3.8	0.3	10.2
O=C(COC(=O)c1c[nH]c(=O)[nH]c1=O)Nc1ccccc1F	2.2	-10.4	-8.9	-4.3	-3.1	0.5	0.1	0.3	9.0
CCN(CC)CCOC(=O)C(Cc1cccc2ccccc12)CC1CCCO1 (stereo not given)	-18.4	-0.8	-15.6	45.4*	10.7	0.9	-9.4	2.0	-25.0
Fc1ccc(OCc2cc(-c3ccccc3)no2)cc1	-11.1	-13.8	-1.9	-21.0	5.7	-0.7	-2.3	-0.1	9.9
COc1ccc(CCNc2cc(N3CCN(C(=O)c4ccccc4OC)CC3)ccc2[N+](=O)[O-])cc1OC	-5.2	0.4	-9.4	-1.1	-1.3	1.7	-3.3	4.4	1.1
